# Screens as filed in PubChem.
# Lipid storage S3 = qHTS Assay for Lipid Storage Modulators in Drosophila S3 Cells; 320,000 tested, 0.64% active; Drosophila S3 cells, BODIPY lipid droplet fluorescence, 18-24 h; cells fed with added oleic acid; lipid storage change, negative = inhibition, % at the top dose, mostly 46.1 µM; hits show Potency in µM; active = well fitted inhibition curve with a large enough effect in the signal ratio, with a control signal flat, not every such curve was filed as active; inconclusive = small, poorly fitted or top-dose-only effect, or effect the other way, or a change in a side signal; the % refers to the signal ratio
#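 Drosophila S3 cells loaded with oleic acid (400 uM, as added) and compounds at several concentrations; lipid droplets imaged by 488-nm laser-scanning cytometry, 500–530 nm intensity and object ratio to cell channel. Percent activity normalized to 20 uM Triacsin C.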
# Lipid storage S3 cell count max = further read-out of Lipid storage S3, marked with its call; cell number change, %; measured here: cell count max response;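 cells counted by Cell Tracker Red CMTPX staining in the red channel; peak over a dose series mostly up to 46.1 µM; percent activity relative to internal control wells on each plate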
# * marks the source's active call; other numbers are inactive results; i = inactive; u = inconclusive; x = no result given. % is set by controls: 0 for no effect and ±100 for the full control effect; potency is the fitted concentration of half-maximal effect. These rows are one share of the data; count on the stated rates, not on these rows.
structure | Lipid storage S3 cell count max | Lipid storage S3
O=[N+]([O-])c1ccc(N2CCN(S(=O)(=O)c3ccccc3)CC2)cc1NCc1cccnc1 | x | i
COc1ccc(C)cc1NC(=O)NNS(=O)(=O)c1ccc(NC(C)=O)cc1 | 15.0 | 0.1%
COc1ccc(C2C3=C(OC(C)=O)c4ccccc4C3=Nc3c2c(=O)n(C)c(=O)n3C)cc1 (stereo not drawn) | -19.5 | -2.6%
Cc1ccc(S(=O)(=O)c2cn(C)c3cc(N4CCN(C)CC4)c(F)cc3c2=O)c(C)c1 | x | i
CC1CC(C)CN(S(=O)(=O)c2ccc(NC(=O)C3COc4ccccc4O3)cc2)C1 (stereo not drawn) | x | u
COc1ccc(C(C)NC(=O)C2C(=O)NC3(C)CC2c2ccccc2O3)cc1 (stereo not drawn) | -6.0 | 9.4%
CSCCC(NC(=O)COc1ccccc1)C(=O)O (stereo not drawn) | x | u
O=C(O)CCN1C(=O)CC2(CCCCC2)C1=O | x | u
COC(=O)c1cc(C#N)c(Oc2ccc(F)cc2)nc1C | -16.8 | i
O=C(CNC(=O)C1COc2ccccc2O1)N/N=C/c1cc(Br)c(O)c(Br)c1 (stereo not drawn) | -27.8 | i
CCOC(=O)Cc1csc(NC(=O)CCC(=O)O)n1 | 9.0 | -6.3%
COCC(=O)Nc1nc(-c2ccc(-c3ccccc3)cc2)cs1 | 7.8 | 4.8%

# (listing goes on)
structure | Lipid storage S3 cell count max | Lipid storage S3
CC1(C)Cc2c(sc3nc(NCCN4CCOCC4)n4ncnc4c23)CO1 | x | 2.8%
Cc1ccc(-c2nn(CC(=O)Nc3cccnc3)c(=O)c3ccccc23)cc1 | x | u
COc1ccc2[nH]cc(CCNC(=O)C3CCCCC3)c2c1 | -11.3 | -9.9%
C=CCOC(=O)C1=C[C@@H](c2ccc(Br)cc2)[C@H](CCCO)[C@@H](OCC)O1 | -3.8 | -18.6%
Cc1nnc(SCC(=O)Nc2nccs2)[nH]c1=O | -34.6 | 2.0%
COc1ccc(C(=O)N2CCN(Cc3cn[nH]c3-c3ccc(OC)cc3F)CC2)cc1 | 11.3 | 0.4%
CN1C(C(=O)NCc2cccc(C(F)(F)F)c2)CC2Cn3c(nc4ccccc43)C21 (stereo not drawn) | x | u
CN(CC(=O)Nc1ccc(S(=O)(=O)N2CCCC2)cc1)Cc1cccc(Cl)c1Cl | x | u
CCOc1cc(Cl)c(S(=O)(=O)NCc2cccnc2)cc1Cl | x | u
CCc1ccccc1NC(=O)CNC(=O)CNC(=O)C1CCCCC1 | x | u
CCOC(=O)c1c(-c2ccccc2)csc1NC(=O)CSc1ccccc1 | x | u
Cc1nc(SCC(=O)c2ccccc2)c(C#N)c(-c2ccco2)c1C(=O)NCc1ccco1 | x | u

# Going on with the list:
structure | Lipid storage S3 cell count max | Lipid storage S3
CCN(Cc1ccccc1)S(=O)(=O)c1cc2[nH]c(=O)c(=O)[nH]c2cc1C | x | u
Cn1c(=O)n(C)c2cc(S(=O)(=O)O)ccc21 | x | u
COc1ccc(C(=O)NCc2c(C)oc(C)c2C(=O)O)cc1 | 25.2 | 0.3%
Cc1nn(C)c(C)c1NC(=O)CSc1nnc(C)n1-c1ccccc1 | 1.2 | 9.6%
CCOc1ccccc1C(=O)N(CN1CCCC1=O)c1ccc(C)c(Cl)c1 | -10.0 | 6.0%
Cc1cc2cc(CCNS(C)(=O)=O)c(=O)[nH]c2cc1C | 4.7 | -6.3%
Cc1cc(C)n(Cc2ccc(C(=O)O)cc2)n1 | x | u
CCOc1ccc(NC(=O)c2c3c(nc4ccccc24)CCC3)cc1 | x | i
Cn1c(-c2c(N)n(CCCc3ccccc3)c3nc4ccccc4nc23)nc2ccccc21 | x | u
CCc1cc2c(NCC(=O)O)ncnc2s1 | x | u
COC(=O)c1cccc(S(=O)(=O)N(Cc2ccco2)Cc2cc3ccc(OC)cc3[nH]c2=O)c1 | -8.4 | 1.2%
COc1ccc(Cc2nnc(NC(=O)c3ccc(Cl)c([N+](=O)[O-])c3)s2)cc1 | -3.2 | -7.6%

# (next part)
structure | Lipid storage S3 cell count max | Lipid storage S3
Cc1cc(C)cc(N(CC(=O)N2CCc3ccccc32)S(=O)(=O)c2c(C)noc2C)c1 | 14.9 | 7.0%
CCOC(=O)N1CCN(C(=O)c2ccccc2NC(=O)COc2ccccc2C)CC1 | x | u
O=C(Nc1ccc(F)cc1F)N1CCCN(c2ccc([N+](=O)[O-])cn2)CC1 | x | u
CC(=O)C1C(c2ccc(Cl)cc2)NC(=O)NC1(O)C(F)(F)F (stereo not drawn) | x | u
c1ccc2nc(-c3nccs3)ccc2c1 | x | u
CO[C@H]1C=CO[C@@]2(C)Oc3c(C)c(O)c4c(O)c(c5c(nc6cc(C)ccn65)c4c3C2=O)NC(=O)C(C)=CC=C[C@H](C)[C@H](O)[C@@H](C)[C@@H](O)[C@@H](C)[C@H](OC(C)=O)[C@@H]1C | x | u
C=CCOC(=O)c1[nH]c2c(c1C)C(=O)CC(c1cc(OC)c(OC)c(OC)c1)C2 (stereo not drawn) | x | u
Cc1ccc(NC(=O)CN2C(=O)C3CCCCN3C(=O)c3ccccc32)cc1 (stereo not drawn) | -5.7 | 16.5%
CCCc1cnc(N2CCN(C(=O)c3ccc(F)cc3)CC2)nc1 | x | u
COc1ccc(S(=O)(=O)Nc2cc(C(=O)NC(C)C)ccc2N2CCOCC2)cc1 | x | i
COc1ccc(NC(=O)CN(c2ccc(OC)cc2)S(=O)(=O)c2ccc(OC)c(OC)c2)cc1 | 9.4 | -24.4%
CC(OC(=O)CCCN=C1NS(=O)(=O)c2ccccc21)C(=O)Nc1ccc(F)cc1Cl (stereo not drawn) | x | u

# (next part)
structure | Lipid storage S3 cell count max | Lipid storage S3
O=C(NCCN1CCCCC1)c1ccc(F)cc1Cl | 3.6 | -19.2%
O=C(N/N=C\C=C\c1ccc2c(c1)OCO2)C1COc2cc3ccccc3cc2O1 (stereo not drawn) | x | u
COc1ccc(-c2nnc(N(C)C(=O)c3ccno3)s2)cc1 | 1.1 | 15.2%
CCOC(=O)N1CCN(c2c(NCC3CCCO3)c(=O)c2=O)CC1 (stereo not drawn) | -13.6 | -3.7%
Cc1ccccc1-n1nc(C)c2c1N=C1C(Cl)=CC(Cl)=CN1C2c1ccc(C(=O)O)cc1 (stereo not drawn) | x | 20.8%
O=C(COc1ccccc1)Nc1ccc2[nH]c(=O)[nH]c2c1 | x | u
Cc1nc(CNS(=O)(=O)c2cc(C)c(C)cc2C)cs1 | x | i
COC(=O)c1cccc(COC(=O)c2ccc(N(C)C)cc2)c1 | -3.0 | 7.1%
O=C(COC(=O)CNC(=O)c1ccc(Cl)c([N+](=O)[O-])c1)NC(=O)CN1CCCC1=O | -18.5 | -9.5%
CCSc1nc(=S)n(-c2ccccc2)c(C)c1C(C)=O | x | u
Cc1cccc(NC(=O)CN2C(=O)S/C(=C\c3ccccn3)C2=O)c1 | x | u
NC1=NC(=O)/C(=C\c2cc([N+](=O)[O-])ccc2Cl)S1 | x | i

# Later entries.
structure | Lipid storage S3 cell count max | Lipid storage S3
CC(=O)N1c2ccc(S(=O)(=O)N3CCC(C(=O)Nc4cccc(C)c4)CC3)cc2CC1C (stereo not drawn) | -7.7 | i
Cc1ccc(C(=O)Oc2ccc(-c3nnco3)cc2)o1 | x | u
O=C(C[n+]1ccccc1)N/N=C/c1ccc(F)cc1 | x | -17.0%
CCCCCc1nnc(NC(=O)c2ccc(=O)n(C)n2)s1 | x | u
Cc1ccc(C2CC(C(F)(F)F)n3ncc(C(N)=O)c3N2)cc1 (stereo not drawn) | x | u
Cc1cc2ccccn2c1C(=O)c1ccc(C#N)cc1 | x | u
CCn1c2ccccc2c2nnc(NN)nc21 | x | u
Cn1nnnc1Sc1ncnc2scc(-c3cccc(S(C)(=O)=O)c3)c12 | x | u
O=C(COC(=O)Cc1c(Cl)cccc1Cl)Nc1ccc(OC(F)(F)F)cc1 | x | u
CCCC#Cc1ccc2c(c1)COc1c3ccccc3nn1-2 | -13.2 | -4.1%
CCCCn1c(-c2nonc2N)nc2ccccc21 | x | u
COCCCNC(=S)N1CCN(C(c2ccccc2)c2ccccc2)CC1 | 16.2 | -10.8%

# The list goes on, overlapping the part above by 2 compounds.
structure | Lipid storage S3 cell count max | Lipid storage S3
CCCCn1c(-c2nonc2N)nc2ccccc21 | x | u
COCCCNC(=S)N1CCN(C(c2ccccc2)c2ccccc2)CC1 | 16.2 | -10.8%
Cc1cc(C)nc(-n2nc(C)cc2NC(=O)CN2CCCC2)n1 | x | i
CCN(CC)C(=O)c1[nH]cnc1C(=O)N[C@@H](C)C(=O)OC(C)(C)C | -3.3 | -8.0%
O=C(Oc1ccccc1)c1ccc(NC(=O)c2ccco2)cc1 | x | u
O=C(CSc1nnnn1C1CCCCC1)N1c2ccccc2Sc2ccccc21 | x | i
CCN(CC)S(=O)(=O)c1cc(C(=O)N(C)CC(=O)Nc2ccc(Cl)cc2)ccc1Cl | x | u
NC(=O)c1ccccc1NC(=O)CSc1cn[nH]n1 | x | u
O=C(Cc1ccccc1)N/N=C\c1ccc(Br)o1 | 5.5 | 5.1%
C=C1CCN(C(CC(C)C)C(=O)OC)S(=O)(=O)c2ccccc21 (stereo not drawn) | 11.0 | 8.2%
O=C(OCC(=O)C12CC3CC(CC(C3)C1)C2)c1ccc(CO)cc1 | x | u
Cc1ccc(Cl)cc1N1CCN(C(=S)NCc2ccco2)CC1 | -3.3 | 3.3%
CCOC(=O)c1cc(C(=O)OCC)cc(-n2c(C)cc(C(=O)CN3CCOCC3)c2C)c1 | x | u
Cc1ccc(NC(=O)/C(=C\c2ccccc2)NC(=O)/C=C/c2ccccc2)cc1 | x | u

# Other structures
structure | Lipid storage S3 cell count max | Lipid storage S3
COc1ccc(OC)c(N(CC(=O)Nc2cccnc2)S(=O)(=O)c2ccc(OC)c(OC)c2)c1 | x | i
Cc1ccc(-c2nc(C)sc2CC(=O)Nc2cccc(C)c2C)cc1 | 6.1 | 0.0%
Cc1nc2c(-c3ccc(F)cc3)c(C)nn2c(C)c1CCC(=O)Nc1ccc(F)cc1F | -1.7 | 8.1%
Cc1ccc(S(=O)(=O)N2CCN(C(=O)C(C)Cn3nc(C)c(C)c3C)CC2)cc1C (stereo not drawn) | x | u
COC(=O)Cn1c2ccc(C)cc2c2nc3ccccc3nc21 | 5.6 | i
O=S(=O)(Nc1ncccn1)c1ccc(NS(=O)(=O)c2cccc(Cl)c2Cl)cc1 | x | u
Cc1ccc(CSc2nnc(-c3ccccn3)n2N)cc1 | -2.6 | 6.2%
O=C(COC(=O)CCc1c[nH]c2ccccc12)Nc1ccccc1C(F)(F)F | x | u
CC(C)c1ccc(C(=O)Nc2ccc(CN3CCOCC3)cc2)cc1 | 18.3 | -5.9%
CCCS(=O)(=O)N1CCCC(C(=O)NC2CCCCC2)C1 (stereo not drawn) | x | u
CCOC(=O)c1[nH]c2ccccc2c1NC(=O)CN(C)C | x | i
CNC(=O)c1[nH]cnc1C(=O)Nc1ccccc1C | -1.3 | 4.6%

# Other records.
structure | Lipid storage S3 cell count max | Lipid storage S3
COc1ccc(CN(C)C(=O)c2sccc2-c2ccccc2)c(OC)c1 | x | u
Cc1ccc(CN2CC(C(=O)OCc3ccccc3Cl)CC2=O)cc1 (stereo not drawn) | x | u
CC(=O)Nc1ccc(OCC(O)Cn2nc(C)c(C(C)=O)c2C)cc1 (stereo not drawn) | x | u
COc1ccc2nnc(-c3ccc(C(F)(F)F)cc3)n2n1 | x | u
Cc1c(CCC(=O)NCCCn2ccnc2)c(=O)oc2cc3occ(C(C)(C)C)c3cc12 | x | u
CCOC(=O)Cn1c(N2CCCCCC2)nc2c1c(=O)[nH]c(=O)n2C | x | u
CCCN1Cc2cccc(C(=O)NC3CCCC3)c2C1=O | x | i
O=C(Nc1ccccc1)C1C2CCCCC21 (stereo not drawn) | 29.4 | 13.7%
CC1=NN(c2cccc(C(=O)O)c2)C(=O)/C1=C\C=C\c1ccco1 | x | u
COc1ccc(C2C3=C(CC(C)(C)CC3=O)Nc3n[nH]c(C)c32)cc1 (stereo not drawn) | -11.1 | 23.1%
O=C(Nc1cccc(F)c1)c1ccccc1-c1ccccc1 | 1.9 | 11.0%
OC(CNCCCN1CCCCC1)COc1ccccc1 (stereo not drawn) | x | u

# Two records picked at random from those above, as already listed:
structure | Lipid storage S3 cell count max | Lipid storage S3
OC(CNCCCN1CCCCC1)COc1ccccc1 (stereo not drawn) | x | u
CCCN1Cc2cccc(C(=O)NC3CCCC3)c2C1=O | x | i

# Next structures:
structure | Lipid storage S3 cell count max | Lipid storage S3
Cc1cc(C)c2[nH]c(C)c(CN3CCCCCC3)c(=O)c2c1 | x | u
COC(=O)C1CC(O)CN1C(=O)Nc1ccccc1 (stereo not drawn) | 0.3 | -14.4%
CC1CCCCN1C(=S)NC(=O)c1cccs1 (stereo not drawn) | x | u
Cc1ccc(/C=C/C(=O)Nc2cccc3cccnc23)o1 | -17.7 | 10.0%
CC(=O)NS(=O)(=O)c1ccc(N=NN2CCCCCC2)cc1 | 8.1 | 23.5%
COc1ccccc1NC(=S)N(CCN1CCOCC1)Cc1ccccc1F | x | i
COc1cc2[nH]c(=S)n(Cc3ccccc3)c(=O)c2cc1OC | -17.5 | -0.6%
Cc1ccc(N(C)S(=O)(=O)c2ccc3c(c2)CC(C)N3C(=O)C2CC2)cc1 (stereo not drawn) | -3.1 | i
Cc1cc(C(F)F)n2nc(C(=O)Nc3c(F)cc(F)cc3Br)nc2n1 | 7.7 | i
CC1CCN(C(=O)CNS(=O)(=O)c2ccc(Br)s2)CC1 | -11.5 | i
